# Source: PubChem
# PP5 primary: PP5 phosphatase inhibitors, primary screen, biochemical, fluorescence | Serine/threonine-protein phosphatase 5 (Homo sapiens), P53041 | purified PP5c, OMFP substrate fluorescence | inhibition, % at 6.7 µM | 320,000 compounds, 0.18% hits | AID 1987, 2009;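 active = inhibition above the campaign's mean inhibition across all tested compounds plus 3 SD, cut at about 9.5% in these data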;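 also: 0% = DMSO only and 100% = 100 µM cantharidin control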
# EBNA-1 inh: EBNA-1 DNA-binding inhibitors, primary screen, biochemical, fluorescence polarization; inhibition, % at 14.8 µM; 300,000 compounds, 0.34% hits; in the data active = inhibition above about 28%
# core dimer inh: inhibitors of HCV core protein dimerization, primary screen, biochemical, TR-FRET, high-throughput; 300,000 compounds, 0.33% hits; AID 1899, 2009; inhibition, % at 5 µM; TR-FRET GST/Flag-core106 dimerization, 1536-well;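 active = inhibition above the mean of all tested compounds plus 3 SD, set per screening campaign, cut at about 45% in these data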
#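 Assay system: Tagged HCV core106 pair (GST and Flag) | Buffer or medium: KF-containing HEPES buffer, pH 7.45, DTT, CHAPS, BSA | Also added: Eu donor and XL665 acceptor anti-tag antibodies | Dosing: One concentration, 5 µM, in 0.5% DMSO | Timing: 4 h at 22.5 °C | Technique: TR-FRET 671 and 617 nm emission | Repeats: Singlicate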
# Efflux pump inh: inhibitors of Candida efflux pumps in yeast, primary screen, S. cerevisiae, Nile Red, multiplex; S. cerevisiae Candida pump triplex; inhibition, % at 10 µM; 330,000 compounds, 0.44% hits; AID 485275, 2010;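 active = plate passing quality check with inhibition over a set limit, or well fluorescence over plate mean plus 4 SD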;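 also: Nile Red retained in pooled yeast measured as flow cytometry median fluorescence; 0% = buffer negative control and 100% = Enniatin B positive control; higher means more Nile Red kept so more efflux inhibition; some compounds called inactive have numbers as strong as hits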
# TPT1 inh: Candida albicans TPT1 enzyme inhibitors, primary screen, biochemical, fluorescence polarization; 300,000 compounds, 0.81% hits; recombinant caTPT1, FP RNA substrate dephosphorylation; AID 1962, 2009; inhibition, % at 5 µM; tRNA 2'-phosphotransferase TPT1 (Candida albicans SC5314);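 active = inhibition above the mean of all tested compounds plus 3 SD, set per screening campaign, cut at about 24% in these data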;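 also: plate controls were DMSO alone for no effect and ferristatin control at 100 nM for full effect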
# Fh CTSL1 inh: Fasciola hepatica cathepsin L1 inhibitors, primary screen, counter-screen for PFM18AAP inhibitor project, biochemical, QFRET, fluorogenic peptide substrate. recombinant F. hepatica cathepsin L1, Z-Leu-Arg-MCA fluorescence. inhibition, % at 5.96 µM. 300,000 compounds, 0.49% hits. AID 1906, 2009;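 active = inhibition above the mean of all tested compounds plus 3 SD, set per screening campaign, cut at about 17% in these data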;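 also: 0% = plate median of test compound wells and 100% = 1 µM Z-Phe-Ala-diazomethylketone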
# PREPL inh: PREPL enzyme inhibitors, primary screen, biochemical, fluorescence polarization. inhibition, % at 5.96 µM. Prolyl endopeptidase-like (Homo sapiens), Q4J6C6. recombinant PREPL, fluorescence polarization activity-based probe. 320,000 compounds, 0.68% hits. AID 2751, 2010; in the data active = inhibition above about 43%;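 also: 0% = enzyme with DMSO and 100% = wells lacking enzyme; many of its hits are not listed in these tables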
# Target sequence (Q4J6C6 whole entry, looked up): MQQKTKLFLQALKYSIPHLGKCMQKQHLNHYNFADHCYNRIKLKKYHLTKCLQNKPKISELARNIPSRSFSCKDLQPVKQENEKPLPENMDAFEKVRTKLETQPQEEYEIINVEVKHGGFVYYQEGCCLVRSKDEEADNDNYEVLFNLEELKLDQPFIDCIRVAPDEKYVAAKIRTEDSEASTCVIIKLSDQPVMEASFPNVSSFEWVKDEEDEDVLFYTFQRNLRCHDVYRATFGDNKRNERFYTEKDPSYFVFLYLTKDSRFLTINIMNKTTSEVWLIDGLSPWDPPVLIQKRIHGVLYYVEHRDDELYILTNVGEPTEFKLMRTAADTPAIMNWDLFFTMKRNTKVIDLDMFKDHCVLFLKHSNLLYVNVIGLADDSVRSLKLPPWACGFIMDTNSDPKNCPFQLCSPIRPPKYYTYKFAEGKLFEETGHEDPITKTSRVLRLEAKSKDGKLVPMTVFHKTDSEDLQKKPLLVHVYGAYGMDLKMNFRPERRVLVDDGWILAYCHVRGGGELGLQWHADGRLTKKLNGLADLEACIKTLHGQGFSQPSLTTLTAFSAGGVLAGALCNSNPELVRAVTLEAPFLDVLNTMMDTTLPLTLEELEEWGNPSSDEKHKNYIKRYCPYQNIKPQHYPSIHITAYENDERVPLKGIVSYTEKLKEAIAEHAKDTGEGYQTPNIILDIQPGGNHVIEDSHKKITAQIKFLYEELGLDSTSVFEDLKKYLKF
# PP1 inh: PP1-alpha phosphatase inhibitors, primary screen, counter-screen for PP5 inhibitor project, biochemical, fluorescence, OMFP substrate, single point; inhibition, % at 6.7 µM; AID 2235, 2010; 320,000 compounds, 0.9% hits; purified PP1alpha; Serine/threonine-protein phosphatase PP1-alpha catalytic subunit (Homo sapiens), P62136;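 active = inhibition above the mean inhibition of all tested compounds plus 3 SD, computed separately for each screening campaign, cut at about 15% in these data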
# Target sequence (P62136 whole entry, looked up): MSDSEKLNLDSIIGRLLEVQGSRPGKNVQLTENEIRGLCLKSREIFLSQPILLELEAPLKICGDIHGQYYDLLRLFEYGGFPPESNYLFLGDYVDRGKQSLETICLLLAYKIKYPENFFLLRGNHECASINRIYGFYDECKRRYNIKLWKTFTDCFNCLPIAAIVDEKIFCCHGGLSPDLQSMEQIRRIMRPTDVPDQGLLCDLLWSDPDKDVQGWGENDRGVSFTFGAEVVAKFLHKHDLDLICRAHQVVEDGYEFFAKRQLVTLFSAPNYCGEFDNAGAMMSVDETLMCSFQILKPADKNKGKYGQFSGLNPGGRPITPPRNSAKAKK
# ZTA counter: ZTA (EBV) inhibition in EBNA-1 counter-screen | P03206 | ZTA-DNA binding, fluorescence polarization | inhibition, % at 11 µM | 320,000 compounds, 0.15% hits; in the data active = inhibition above about 33%
# Numbers without * were called inactive; x = no result given.
# Sample of the layout (2 entries):
SMILES,PREPL inh,TPT1 inh,core dimer inh,Fh CTSL1 inh,Efflux pump inh,ZTA counter,EBNA-1 inh,PP5 primary,PP1 inh
CCOc1ccc(S(=O)(=O)NCC(=O)NC2CCCCC2)cc1,7,x,x,x,0.0,0,x,1.3,-4
Cc1noc(C)c1COc1ccc(C(=O)OCC(=O)NC2CCCCC2C)cc1 (stereo not drawn),-2,-3,2,-1,0.1,1,-5,4.7,3

# All compounds of this part, from the start:
SMILES,PREPL inh,TPT1 inh,core dimer inh,Fh CTSL1 inh,Efflux pump inh,ZTA counter,EBNA-1 inh,PP5 primary,PP1 inh
CCOc1ccc(S(=O)(=O)NCC(=O)NC2CCCCC2)cc1,7,x,x,x,0.0,0,x,1.3,-4
Cc1noc(C)c1COc1ccc(C(=O)OCC(=O)NC2CCCCC2C)cc1 (stereo not drawn),-2,-3,2,-1,0.1,1,-5,4.7,3
O=C(N/N=C/c1c[nH]c2ccccc12)c1ccn(Cc2ccc(Cl)cc2Cl)n1,33,-1,9,0,-0.1,-17,-5,5.8,4
CCOC(=O)C1CN(S(=O)(=O)c2ccc(OC)cc2)c2ccccc2O1 (stereo not drawn),-3,0,-2,-2,0.1,-13,-7,1.4,-2
FC(F)(F)c1cnc(N/N=C/c2ccncc2)c(Cl)c1,12,2,0,8,-0.1,-10,-2,1.7,0
CCOc1ccc(NC(=O)CCC(=O)NNC(=O)NC2CCCCC2)cc1,3,-2,2,-3,-0.1,1,2,1.8,-9
COC(=O)c1ccccc1NC(=O)Nc1cccc(C)n1,9,0,-2,4,0.1,-3,6,2.9,-4
Cc1ccc2nc(SC(C)C(=O)N3CCCCC3)[nH]c2c1 (stereo not drawn),3,-2,3,-5,0.0,11,-10,0.0,0
COc1ccc(NC(=O)CN2CCN(c3nc(-c4ccc(F)cc4)cs3)CC2)c(OC)c1,23,0,10,4,0.2,2,4,1.3,4
CCOC(=O)c1sc(NC(=O)CNC(=O)Cn2cnc3sc(C)c(C)c3c2=O)nc1C,8,4,-8,-2,0.5,-12,-9,3.5,-5
CC(Oc1ccc2c(-c3ccccc3)cc(=O)oc2c1)C(=O)NCCN1CCOCC1 (stereo not drawn),3,-5,-6,4,0.0,-5,-12,-1.4,-2
O=C(NCCN1CCOCC1)c1cccc(S(=O)(=O)NCc2ccccc2)c1,-9,-3,3,0,0.1,-12,-4,1.9,-8
CCOc1cc(CNc2ccc3c(c2)OCCO3)cc(Br)c1OCC,12,-1,-1,0,0.0,9,9,1.5,0
O=c1[nH]c(CCl)nc2cc(-c3ccc(F)cc3)sc12,-13,0,17,-1,0.1,5,3,1.0,0
Cc1ccc2ccc3ccc(C)nc3c2n1,2,-6,-4,-5,0.2,1,-2,5.7,-14
Cc1ccc(C(C)C)c(OC/C(O)=C(\C#N)c2nc3ccccc3[nH]2)c1,12,-2,0,-2,0.0,-6,-5,-0.8,-2
NCCCC[C@@H](C(=O)NCCCCCCCCCCC(=O)N1CCNCC1)n1cc(CCO)nn1,14,-1,-3,0,-0.1,-13,-6,2.4,2
COc1ccc(N2CC(C)(C)C2=O)cc1,-8,-1,-2,-3,0.5,-7,-24,2.7,-3
Cc1onc(-c2ccccc2)c1C(=O)Nc1nnc(CC(C)(C)C)s1,8,-6,0,-5,-0.1,-3,-14,3.1,-2
Nc1nnc(SCC(=O)Nc2cccc(S(=O)(=O)N3CCCCC3)c2)s1,-2,x,x,x,0.5,10,x,2.0,1

# As a working copy, some entries already given.
SMILES,PREPL inh,TPT1 inh,core dimer inh,Fh CTSL1 inh,Efflux pump inh,ZTA counter,EBNA-1 inh,PP5 primary,PP1 inh
CCOc1cc(CNc2ccc3c(c2)OCCO3)cc(Br)c1OCC,12,-1,-1,0,0.0,9,9,1.5,0
O=c1[nH]c(CCl)nc2cc(-c3ccc(F)cc3)sc12,-13,0,17,-1,0.1,5,3,1.0,0
Cc1ccc2ccc3ccc(C)nc3c2n1,2,-6,-4,-5,0.2,1,-2,5.7,-14
Cc1ccc(C(C)C)c(OC/C(O)=C(\C#N)c2nc3ccccc3[nH]2)c1,12,-2,0,-2,0.0,-6,-5,-0.8,-2
NCCCC[C@@H](C(=O)NCCCCCCCCCCC(=O)N1CCNCC1)n1cc(CCO)nn1,14,-1,-3,0,-0.1,-13,-6,2.4,2
COc1ccc(N2CC(C)(C)C2=O)cc1,-8,-1,-2,-3,0.5,-7,-24,2.7,-3
Cc1onc(-c2ccccc2)c1C(=O)Nc1nnc(CC(C)(C)C)s1,8,-6,0,-5,-0.1,-3,-14,3.1,-2
Nc1nnc(SCC(=O)Nc2cccc(S(=O)(=O)N3CCCCC3)c2)s1,-2,x,x,x,0.5,10,x,2.0,1

# More records:
SMILES,PREPL inh,TPT1 inh,core dimer inh,Fh CTSL1 inh,Efflux pump inh,ZTA counter,EBNA-1 inh,PP5 primary,PP1 inh
CC(=O)c1ccc(NC(=O)CN2CCN(S(=O)(=O)c3ccc4ccccc4c3)CC2)cc1,5,x,x,x,-0.1,-2,x,2.2,9
CCCOc1cccc(C2C(C(=O)c3cccs3)=C(O)C(=O)N2Cc2cccnc2)c1 (stereo not drawn),-5,2,5,2,0.0,-9,-8,2.4,-1
COc1ccccc1/C=C\C=N\n1c(C2CCCCC2)n[nH]c1=S,1,0,4,2,0.1,7,-1,4.4,2
COc1ccc2c(c1)CCc1c(C(=O)N3CCc4ccccc4C3)noc1-2,-56,-1,-4,8,0.1,-6,7,0.7,3
Cc1cccc(C)c1OCC(=O)N/N=C/c1cccn1C,1,-1,-1,4,-0.2,1,0,-0.1,-1
Cc1cc(Cl)ccc1OC(C)C(=O)Nc1ccc(S(=O)(=O)Nc2cnc3ccccc3n2)cc1 (stereo not drawn),-40,-1,36,9,0.0,10,3,5.3,7
CN(C)CC/C=C1/c2ccccc2Sc2c(O)cc(Cl)cc21,5,-2,-6,-2,0.0,1,-3,0.7,0
CC(C)c1nc(SCC(=O)NCC2CCCO2)c2c(=O)n(C)c(=O)n(C)c2n1 (stereo not drawn),1,0,10,-1,0.0,8,-3,0.7,1
COCCN(C(=O)COC(=O)c1cc(C)n(-c2ccccc2)c1C)c1c(N)n(Cc2ccccc2)c(=O)[nH]c1=O,-6,0,4,3,-0.1,3,12,0.0,0
Cc1cccc(C)c1NC(=O)CSc1nnc(-c2ccco2)c(-c2ccco2)n1,17,-21,72*,1,-0.2,2,-2,2.3,11
NC(=O)CC(NC(=O)c1ccccc1)c1ccc(NCC2CC2)c([N+](=O)[O-])c1 (stereo not drawn),-36,-1,3,-2,-0.2,-7,7,4.5,2
O=C(Nc1ccc2c(c1)OCCO2)c1ccc(Cl)c(S(=O)(=O)N2CCOCC2)c1,13,0,6,-4,-0.1,9,4,3.0,1
CN(C)S(=O)(=O)n1cnc2ccccc21,-4,1,-3,-1,0.2,4,3,2.8,0
Cc1cc(Br)c(S(=O)(=O)NCc2ccncc2)cc1C,5,-1,12,1,0.0,14,6,-0.3,-1
CCSC1=NCCN1S(=O)(=O)c1ccc(Cl)cc1,5,2,-2,-5,0.3,-5,-6,0.8,-1
C#CCOCCOCCOCCNc1nc(N2CCN(C(=O)CCCCCCCCCCNC(=O)[C@H](CCCCN)n3cc(C[C@@H](C)CC)nn3)CC2)nc(N2CCN(C(=O)CCCCCCCCCCNC(=O)[C@H](CCCN=C(N)N)n3cc(C[C@@H](C)CC)nn3)CC2)n1,66*,-1,13,3,1.4,70*,10,8.2,68*
COC(=O)c1ccc2c(=O)n(Cc3ccc(C(=O)NC4CCCC4)cc3)c(=S)[nH]c2c1,-7,-2,2,-4,0.7,-4,3,-1.3,-2
COc1cccc(-c2sc3ccc(OC)cc3c2-c2ccc(O)cc2)c1,2,x,x,x,0.3,16,x,1.9,-1
O=C(N/N=C/c1ccc(OC(=O)c2cccc(F)c2)cc1)c1cccnc1,7,0,9,-2,0.0,10,-9,1.8,5
COC(CNC(=O)CN1CCN(Cc2ccc(F)cc2Cl)C1=O)OC,6,-4,5,-1,-0.2,-10,-5,0.7,-3

# (more compounds)
SMILES,PREPL inh,TPT1 inh,core dimer inh,Fh CTSL1 inh,Efflux pump inh,ZTA counter,EBNA-1 inh,PP5 primary,PP1 inh
CC1CCN(S(=O)(=O)c2ccc(S(=O)(=O)N3CCC4(CC3)OCCO4)cc2)CC1,-2,-7,5,-4,-0.3,3,1,1.7,-2
CCOC(=O)CC(=O)CSc1nc(-c2ccccc2)cc(-c2ccc(Cl)cc2)c1C#N,8,4,-31,3,-0.2,4,6,-0.6,0
CCOC(=O)C1(Cc2ccc(OC)cc2)CCN(C(=O)Cc2cccnc2)CC1,-2,4,4,-4,0.0,17,-2,0.4,-2
CCc1nc(NCCC(C)C)c(C#N)c2c1CCCC2,16,2,3,-3,0.1,-9,-12,1.6,-4
Cc1ccc(NC(=O)c2cc3ccccc3oc2=N)cc1,-3,2,16,-7,-0.2,-6,3,-1.8,3
Cc1cc(C(F)(F)F)nc(SCC(=O)Nc2c(C)n(C)n(-c3ccccc3)c2=O)n1,0,-2,-9,-3,0.0,-31,-6,1.1,3
COc1cc(C(=O)Nc2c(C(=O)N3CCOCC3)oc3ccccc23)cc(OC)c1OC,0,3,3,-3,-0.2,10,1,1.2,1
S=c1nc(-c2cccc(Br)c2)[nH][nH]1,21,-2,-2,-2,-0.1,-9,-7,1.6,-2
O=C(NCC(c1ccc(F)cc1)N1CCOCC1)c1cccnc1Sc1ccccc1 (stereo not drawn),12,-2,-1,-2,-0.1,4,10,-1.5,1
O=C1NCCNC1(c1c[nH]c2ccccc12)C(F)(F)F (stereo not drawn),6,-5,-5,1,0.1,-16,-1,-0.5,0
Cc1nc(NC(=O)CCN2C(=O)C3CC=CCC3C2=O)sc1C (stereo not drawn),0,-2,1,-3,0.1,-8,6,1.5,0
COc1cccc(OCCCCSc2ncccn2)c1,5,0,-2,-5,0.1,0,-11,1.9,1
CCc1cccc(NC(=O)CCCn2nc(C)c3c(C)n(-c4ccccc4)nc3c2=O)c1,0,1,7,1,0.0,18,5,-1.3,-4
Cc1snc(SCc2ccc(F)cc2)c1C#N,4,-2,-3,0,0.2,-8,-9,2.1,11
CCN(CC(=O)NC1CC1)S(=O)(=O)c1ccc(OC)cc1,-5,-2,2,-1,0.1,-15,8,0.4,0
O=c1[nH]c2ccc(S(=O)(=O)N3CCCC3)cc2[nH]1,-5,1,8,0,-0.1,10,2,-0.2,2
C#CCOCCOCCOCCNc1nc(N2CCN(C(=O)[C@H](Cc3ccc(O)cc3)n3cc([C@@H](N)CC(C)C)nn3)CC2)nc(N2CCN(C(=O)[C@H](Cc3cc4ccccc4[nH]3)n3cc([C@@H](N)CC(C)C)nn3)CC2)n1,53*,2,-4,12,x,-9,0,1.3,11
O=C(COC(=O)CNC(=O)C1CCCCC1)Nc1ccc2ccccc2c1,4,-3,-4,27*,-0.1,-16,-3,2.5,-1
CC(C)N(C(=O)COC(=O)c1ccc(Cl)s1)c1ccccc1,14,x,x,x,0.2,4,x,1.8,-2

# The list is partial; the hit share may differ from the screen's.
